# FXIIa inh 1536 = inhibitors of human coagulation factor XIIa; AID 800; P00748; purified FXIIa, Boc-QGR-AMC fluorogenic substrate, 2 h; inhibition, % at 5 µM; actives 0.3% (n = 220,000); in the data active means inhibition above about 40%;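 further: 0% = enzyme with no compound and 100% = blank without enzyme; many of its hits are not listed in these tables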
# Target sequence (P00748 20-372 limits assumed): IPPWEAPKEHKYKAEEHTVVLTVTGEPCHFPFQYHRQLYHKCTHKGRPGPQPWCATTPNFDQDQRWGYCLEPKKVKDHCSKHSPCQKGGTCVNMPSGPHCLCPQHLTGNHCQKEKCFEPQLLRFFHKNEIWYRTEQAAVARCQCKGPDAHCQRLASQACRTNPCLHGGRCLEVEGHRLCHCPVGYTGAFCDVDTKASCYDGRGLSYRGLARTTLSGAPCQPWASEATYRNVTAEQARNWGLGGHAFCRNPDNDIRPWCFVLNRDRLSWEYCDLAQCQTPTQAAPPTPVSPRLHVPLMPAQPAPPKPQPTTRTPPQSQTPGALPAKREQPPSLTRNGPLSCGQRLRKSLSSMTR
# Target sequence (P00748 373-615 limits assumed): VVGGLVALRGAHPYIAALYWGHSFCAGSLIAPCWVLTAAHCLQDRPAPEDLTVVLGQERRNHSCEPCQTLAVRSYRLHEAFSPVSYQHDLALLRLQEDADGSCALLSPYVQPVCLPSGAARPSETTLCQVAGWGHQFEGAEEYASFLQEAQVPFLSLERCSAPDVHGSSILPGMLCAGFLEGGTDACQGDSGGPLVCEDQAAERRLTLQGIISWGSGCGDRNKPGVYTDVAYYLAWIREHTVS
# TNF death inh = TNF-alpha cell death inhibition in Jurkat FADD-/- cells; Jurkat FADD-/- TNF necroptosis rescue, ATP luminescence, 24 h; 0 = TNF only, 100 = no-TNF cells; activation (protection from cell death), % at 10 µM; actives 0.068% (n = 220,000); AID 463075;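 active means activation, meaning protection from cell death, of at least 50% relative to plate controls; inactive means activation below 50%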;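 further: necroptosis triggered by 40 ng/mL TNF-alpha added together with compound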
# Hck-Nef inh = inhibitors of human Hck kinase activated by Nef; P08631; Recombinant Hck-YEEI plus Nef, Z-Lyte FRET kinase assay; inhibition, % at 20 µM; actives 0.68% (n = 220,000); AID 463187;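 active means Hck-Nef kinase inhibition above about 50%, limit read from the data; inactive means inhibition below that limit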;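 further: 0% = DMSO with Hck plus Nef and 100% = Hck alone without Nef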
# FXIa inh 1536 = blocks human coagulation factor XIa protease activity | P03951 | purified FXIa, Boc-Glu-Ala-Arg-AMC fluorogenic substrate | inhibition, % at 5 µM | actives 0.14% (n = 220,000);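 active means inhibition of at least 40%; inactive means inhibition below 40%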;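 further: fluorescence of freed AMC excited at 355 nm; 0% = enzyme without compound and 100% = no enzyme blank; many of its hits are not listed in these tables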
# thrombin 1536 = inhibitors of human thrombin | AID 1046 | P00734 | inhibition, % at 5 µM | actives 0.26% (n = 220,000) | alpha-thrombin, Boc-VPR-AMC fluorogenic substrate cleavage;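 active means inhibition at or above 40%; inactive means inhibition below 40%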;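 further: 0% = enzyme with no compound and 100% = wells without enzyme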
#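 Material: human alpha-thrombin enzyme / Medium: pH 7.5 Tris (50 mM) with NaCl 150 mM, Tween 20 0.05% / Compound: single-point dosing at 5 µM, 0.2% DMSO / Incubation: enzyme reaction carried out at room temperature / Detection: AMC fluorescence, 355/460 nm / Read-out basis: percent inhibition scaled between no-compound controls and no-enzyme blanks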
# Rad51 HR inh = blocks human Rad51 in homologous recombination | Q06609 | hRad51 DNA strand exchange, fluorescence dequenching | inhibition, % at 10 µM | actives 0.085% (n = 200,000) | AID 1385;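 active means inhibition above 40% at the single screening dose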;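 further: 0% = DMSO control wells and 100% = blanks with heterologous ssDNA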
# Target sequence (Q06609 whole entry, looked up): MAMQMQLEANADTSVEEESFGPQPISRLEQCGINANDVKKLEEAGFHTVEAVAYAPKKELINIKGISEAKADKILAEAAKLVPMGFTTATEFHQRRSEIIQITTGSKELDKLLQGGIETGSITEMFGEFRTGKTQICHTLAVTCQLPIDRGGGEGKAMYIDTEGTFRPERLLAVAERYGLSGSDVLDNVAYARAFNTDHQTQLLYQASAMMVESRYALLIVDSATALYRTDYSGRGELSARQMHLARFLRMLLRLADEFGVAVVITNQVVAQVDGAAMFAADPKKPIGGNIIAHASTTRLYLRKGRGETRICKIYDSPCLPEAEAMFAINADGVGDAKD
#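 Material: Human Rad51 nucleoprotein filaments preassembled on unlabelled ssDNA | Also added: Labelled 47-mer dsDNA for strand exchange | Dosing: Single dose, 10 µM final compound | Schedule: 30-min compound preincubation and 15-min exchange, both room temperature | Technique: Fluorescence dequenching at 485/520 nm | Measure: Percent inhibition relative to plate controls and blanks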
# Cl transport mod = modulators of human KCC2 chloride dependent transport; B-score of Tl+ flux slope (higher = more flux/activation; lower = inhibition) at 10 µM; Q9H2X9; AID 1456; KCC2 cells, thallium flux FluoZin-2 fluorescence; actives 2.2% (n = 190,000);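 active means thallium flux slope and its plate-corrected score both differing from the plate sample mean at a set confidence after two filtering rounds, in either direction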;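 further: slope of fluorescence scaled to starting intensity during 10 to 20 s after thallium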
# L929 necroptosis = L929 zVAD cell death inhibition. L929 zVAD necroptosis rescue, ATP luminescence, 24 h; with zVAD 60 µM. viability rescue, % at 10 µM. actives 0.38% (n = 220,000);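 active means activation, scaled between plate controls, above about 75%, limit read from the data; inactive means activation under that limit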;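 further: 0% = zVAD with DMSO and 100% = DMSO alone without zVAD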
# KLK5 inh = blocks human kallikrein 5 protease activity. Q9Y337. recombinant hK5, fluorogenic AMC substrate cleavage. inhibition, % at 5 µM. actives 0.59% (n = 210,000);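 active means inhibition of 40% or more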;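 further: 0% = enzyme controls without compound and 100% = no-enzyme blanks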
# Starred values were filed as active, the others as inactive; x = no result given.
SMILES,FXIIa inh 1536,TNF death inh,Hck-Nef inh,FXIa inh 1536,thrombin 1536,Rad51 HR inh,Cl transport mod,L929 necroptosis,KLK5 inh
Nc1nc2nn(-c3ccccc3)nc2c(=O)[nH]1,-5,-4.4,-3,-1,-12,0,1.2,0.6,-15
CC1(C)NC(=O)N(CCCCOc2ccc(Br)cc2Cl)C1=O,-9,-2.0,3,-8,-20,0,0.68,1.2,-2
O=C(CSc1n[nH]c(-c2ccco2)n1)N1c2ccccc2Sc2ccccc21,10,3.6,0,10,1,5,-1.1,0.7,-24
O=C(O)/C=C/C(=O)Nc1cc(F)ccc1F,3,3.2,4,0,-9,x,0.2,-0.3,-1
Cc1cc(=O)oc(C)c1C(=O)OCC(=O)c1ccc(Cl)c(Cl)c1,5,-0.2,1,4,-21,0,-0.034,-0.1,0
COc1ccc(-c2nc(S(=O)(=O)c3ccc(C)cc3)c(N3CCCC3)o2)cc1,7,-0.4,15,5,-4,x,0.18,-0.1,-25
O=c1cc(CO)occ1OCc1cccc(F)c1,9,-2.0,-1,-7,5,-9,x,-0.3,40*
O=C(CNS(=O)(=O)c1ccccc1)OCc1cccc([N+](=O)[O-])c1,26,1.3,0,18,23,11,0.032,-0.1,14
CCOc1ccc2nc(NCCCNS(=O)(=O)c3ccc(F)cc3)c(C#N)cc2c1,5,-0.6,-10,-1,-8,-10,0.81,0.3,-15
Cc1ccc(S(=O)(=O)N(CC(O)CN2C(=O)NC(C)(C)C2=O)c2cccc(C)c2)cc1 (stereo unspecified),5,0.6,16,-3,-1,1,1.4,-0.4,0
Cc1cccc(N2C(=O)C3C4CC(C(Br)C4Br)C3C2=O)n1 (stereo unspecified),11,-0.2,0,-3,-6,5,0.072,0.2,0
Cc1ccc([N+](=O)[O-])c(OCCCN2C(=O)NC(C)(C)C2=O)c1,11,-0.8,13,3,-1,x,-2.3,0.1,x
CC(C)c1ccc(/C=N/Nc2ccc(C(=O)O)cc2)cc1,3,-0.1,1,2,0,0,-0.85,1.8,-16
COc1cccc(OCC(Cn2cnc3ccccc32)OC(C)=O)c1 (stereo unspecified),5,0.4,-8,-2,4,18,-0.022,-0.2,-5
O=C(N/N=C/c1ccc([N+](=O)[O-])s1)C(O)c1ccccc1 (stereo unspecified),1,-7.6,0,-4,7,0,0.79,24,-8
NC(=O)c1ccc(NC(=O)CCCc2nc(-c3ccccc3Cl)no2)cc1,16,0.6,4,-1,-11,-1,-0.06,-0.2,-14
CCOC(=O)c1c(C)n(-c2ccc(C)cc2)c2ccc(OCC(O)CNCC3CCCO3)cc12 (stereo unspecified),1,-2.9,21,-6,-9,3,0.4,-2.2,-4
CCCCCC(=O)N1CC2(CC(c3cccc(NC(=O)CC(c4ccccc4)c4ccccc4)c3)=NO2)C[C@@H]1C(N)=O (stereo partly specified),5,-6.1,40,-1,-3,-2,-0.47,0.0,-1
CCOC(=O)C1=C(C)N(C)C(=S)NC1c1ccccc1Cl (stereo unspecified),-7,-2.3,0,-14,-4,3,x,-0.3,17
c1ccc(CNc2nc(N3CCN(Cc4ccccc4)CC3)nc3ccccc23)cc1,2,3.2,27,-1,-3,16,-0.68,0.3,2
c1ccc(Cc2nn3c(-c4ccncc4)nnc3s2)cc1,9,0.2,2,3,-7,0,-1.1,0.8,-21
CCCS/C(N)=N/N=C/c1cc(C)ccc1O,22,-20,55*,10,11,6,-0.34,1.1,9
COc1ccc(CCNC(=O)CS(=O)(=O)c2cn(CC(=O)N3CCCC3)c3ccccc23)cc1OC,4,0.2,-23,-8,-2,-3,0.97,1.0,-13
Cc1cccn2c(=O)c3cc(C#N)c(=NC(=O)c4ccncc4)n(CCCOC(C)C)c3nc12,-29,-8.3,32,-26,-18,-7,x,-0.5,-78
CSc1c[n+]2c(n1C)CCC2,16,-3.0,1,3,0,8,-0.83,-0.2,-3

# Limited to FXIIa inh 1536, for 3 of the compounds above:
Structure	FXIIa inh 1536
CSc1c[n+]2c(n1C)CCC2	16
O=C(O)/C=C/C(=O)Nc1cc(F)ccc1F	3
COc1cccc(OCC(Cn2cnc3ccccc32)OC(C)=O)c1 (stereo unspecified)	5

# (list continues)
SMILES,FXIIa inh 1536,TNF death inh,Hck-Nef inh,FXIa inh 1536,thrombin 1536,Rad51 HR inh,Cl transport mod,L929 necroptosis,KLK5 inh
N/C(Cc1ccc([N+](=O)[O-])cc1)=N\OC(=O)COc1ccccc1Cl,0,0.6,-2,-2,-7,-5,-0.96,1.8,-10
O=C(c1ccc(S(=O)(=O)N2CCOCC2)cc1)N1CCc2ccccc2C1,13,-0.9,3,5,1,-1,-0.97,-0.5,4
Cc1nn(CCC(=O)NNC(=S)Nc2ccc(F)cc2)c(C)c1Br,7,0.3,1,-1,-3,-2,-1.2,0.4,-47
O=C(NCc1ccccc1)N1CCN(c2ccc(F)cc2)CC1,16,-1.7,5,8,-1,10,-0.86,-0.1,-12
Cc1ccc(S(=O)(=O)N(C)/N=C/c2ccc(C(=O)O)cc2)cc1,11,1.6,3,-1,-2,x,-0.27,0.2,x
CCOc1cc(N2CCOCC2)c(OCC)cc1NC(=O)Cc1cccc(OC)c1,14,-0.3,0,4,5,-2,0.083,0.2,-9
CCOC(=O)c1c(CC(C)C)csc1NC(=O)C(C)C,18,-0.4,0,3,3,1,0.45,-0.1,5
N=C1/C(=C/c2ccc(OC(=O)c3ccco3)cc2)C(=O)N=C2SC=CN12,-1,-1.0,-59,8,11,-2,-0.67,0.9,-3
COc1ccc(CCN2C(=O)C3C4C=CC(C5CC45)C3C2=O)cc1OC (stereo unspecified),10,0.8,17,-4,-5,3,x,6.5,1
O=C(Cn1cnc2c(nnn2-c2ccccc2)c1=O)NCCc1ccccc1,10,2.2,2,4,-1,-1,-4.3*,2.8,-1
Cc1ccc(SCc2[nH]nc3c2C(c2ccco2)C(C#N)=C(N)O3)cc1 (stereo unspecified),17,-3.4,13,2,1,12,-0.31,0.3,-3
CSc1nc(NCCOCCO)c2sc3nc(-c4ccco4)c4c(c3c2n1)CCC4,17,-4.4,81*,14,6,-9,0.99,7.5,-39
Cc1ccc(NC(=O)COC(=O)c2ccc3c(c2)NC(=O)C2CCCN32)cc1 (stereo unspecified),16,-1.8,4,2,-3,-9,x,83*,-2
Cc1nn(-c2ccc(F)cc2)c2sc(C(=O)OCC(=O)N3CCC(C)CC3)cc12,-4,1.2,0,-12,-1,7,0.17,0.0,-20
COc1cc2ncc(C(=O)c3ccccc3)c(N3CCN(Cc4ccccc4)CC3)c2cc1OC,3,-3.8,10,-2,-7,24,-0.47,0.8,0
Cc1snc(SCC(=O)c2ccc([N+](=O)[O-])cc2)c1C#N,10,-2.0,-56,-3,8,15,0.76,0.6,-3
CC(=O)c1cc(CC(=O)N2CCc3c([nH]c4ccccc34)C2c2ccccn2)cs1 (stereo unspecified),3,0.9,21,-2,-1,0,-0.5,-1.5,-1
O=C(O)Cc1ccc(NC(=O)C(c2ccccc2)c2ccccc2)cc1,7,-0.4,15,-5,-3,7,1.3,20,-2
O=C(c1cc(N2CCCCC2)nc2ccccc12)N1CCOCC1,9,-0.5,5,5,5,-10,-1.4,-0.5,-19
CN(C)c1ccc(NC(=O)Cn2c(=O)n(Cc3ccccc3)c(=O)c3ccccc32)cc1,10,-0.6,1,5,0,-4,0.65,0.6,11
COc1ccc(CNCC(=O)Nc2cc(C)nn2-c2nc(C)cc(C)n2)cc1OC,8,-7.4,-2,0,-6,x,-0.19,0.9,-2
CCOC(=O)CCCNc1ccc([N+](=O)[O-])cc1[N+](=O)[O-],9,1.5,3,5,-6,2,-0.17,0.0,0
Cc1c(C(=O)O)sc2nc3n(c(=O)c12)CCCCC3,6,-0.4,0,-5,-8,8,0.93,-0.4,-5
COC(=O)C(NC(=O)c1cccnc1Cl)C(C)C (stereo unspecified),3,1.2,32,-4,-1,x,-0.58,0.3,-5
O=C1C=C(c2ccccc2)CC(/C=C/c2ccccc2)C1 (stereo unspecified),15,1.7,3,4,-4,16,-1.3,0.6,-19

# Retrieved one by one from the entries so far, 2 records:
SMILES,FXIIa inh 1536,TNF death inh,Hck-Nef inh,FXIa inh 1536,thrombin 1536,Rad51 HR inh,Cl transport mod,L929 necroptosis,KLK5 inh
O=C(Cn1cnc2c(nnn2-c2ccccc2)c1=O)NCCc1ccccc1,10,2.2,2,4,-1,-1,-4.3*,2.8,-1
c1ccc(Cc2nn3c(-c4ccncc4)nnc3s2)cc1,9,0.2,2,3,-7,0,-1.1,0.8,-21

# A draw from above in order of count of non-hydrogen atoms, ascending.
SMILES,FXIIa inh 1536,TNF death inh,Hck-Nef inh,FXIa inh 1536,thrombin 1536,Rad51 HR inh,Cl transport mod,L929 necroptosis,KLK5 inh
O=C1C=C(c2ccccc2)CC(/C=C/c2ccccc2)C1 (stereo unspecified),15,1.7,3,4,-4,16,-1.3,0.6,-19
Cc1nn(CCC(=O)NNC(=S)Nc2ccc(F)cc2)c(C)c1Br,7,0.3,1,-1,-3,-2,-1.2,0.4,-47
Cc1ccc(NC(=O)COC(=O)c2ccc3c(c2)NC(=O)C2CCCN32)cc1 (stereo unspecified),16,-1.8,4,2,-3,-9,x,83*,-2
CCOc1cc(N2CCOCC2)c(OCC)cc1NC(=O)Cc1cccc(OC)c1,14,-0.3,0,4,5,-2,0.083,0.2,-9
CN(C)c1ccc(NC(=O)Cn2c(=O)n(Cc3ccccc3)c(=O)c3ccccc32)cc1,10,-0.6,1,5,0,-4,0.65,0.6,11

# Later entries.
SMILES,FXIIa inh 1536,TNF death inh,Hck-Nef inh,FXIa inh 1536,thrombin 1536,Rad51 HR inh,Cl transport mod,L929 necroptosis,KLK5 inh
Cc1nc(CSc2nnc(N)s2)cs1,3,0.4,20,-2,1,30,0.3,4.5,-1
Cc1nc2ccc(NC(=S)NC(C)C)cc2nc1C,14,-1.1,1,30,1,-5,-0.14,0.0,-27
O=C1CCCc2nc(NCc3ccco3)ncc21,14,-3.3,0,3,4,-7,0.72,0.0,-17
O=C(NCc1cccnc1)C1CC(=O)N(c2ccc(F)cc2)C1 (stereo unspecified),14,1.7,0,4,-2,-10,0.19,0.1,2
N#CCCN1CCN(S(=O)(=O)c2ccc3c(c2)OCCCO3)CC1,6,0.9,0,0,0,-3,0.00068,0.0,-14
COCCN1C(=O)C(O)=C(C(=O)c2ccco2)C1c1cccc(Oc2ccccc2)c1 (stereo unspecified),17,-3.5,0,8,12,-4,-6.9*,-0.3,39
O=C(N/N=C/c1cc([N+](=O)[O-])ccc1Cl)c1cnccn1,8,-8.0,30,-1,-13,11,0.73,-1.1,-2
CSc1nnnn1-c1ccc(C(=O)O)cc1,13,-0.7,-1,0,0,5,-0.67,0.1,2
Cc1ccc2sc(=O)[nH]c2c1,-1,2.4,8,-4,-8,-1,x,0.4,-7

# Some of the compounds tested; the hit share may differ from the screen's.
